aSyn tox rescue: rescues yeast growth from alpha-synuclein toxicity; S. cerevisiae alpha-synuclein toxicity rescue, BacTiter-Glo growth, 24 h; Potency, µM (highest dose often 46.1 µM), for inactives: at the highest dose growth rescue (activation), actives largely listed as activators; actives 0.02% (n = 94,000); AID 1347070; active = well fitted activation curve with a large enough effect; inconclusive = small, poorly fitted or top-dose-only effect; note: 0% is about no effect
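Growth restoration measured by BacTiter-Glo luminescence after 24 hr at 30 deg C; alpha-synuclein yeast, raffinose-pregrown to mid-log, were added at OD600=0.02 in galactose medium onto pinned compounds.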
Numbers without * were called inactive; ? = inconclusive; [ ] = dose if it differs, or a comment. Potency is the fitted concentration of half-maximal effect. Not all compounds are listed; the hit share may differ from the screen's.

SMILES	aSyn tox rescue
CCOC(=O)c1c(C)c(-c2ccccc2)n(CC(=O)Nc2cc(OC)cc(OC)c2)c1C	1.8%
CCOC(=O)C1CCN(C(=O)Cn2c(=O)oc3cc(S(=O)(=O)N4CCC(C)CC4)ccc32)CC1	-5.5%
COc1ccccc1N1C(=O)C2C(C(=O)c3ccccc3)=NN(c3ccc(Br)cc3)C2C1=O (configuration not stated)	-10.0%
COc1ccccc1NC(=O)Cn1nc2c3cc(F)ccc3n(Cc3cccc(C)c3)cc-2c1=O	-2.3%
O=C(COC(=O)c1cc[n+]([O-])cc1)Nc1ccc([N+](=O)[O-])cc1	-3.5%
CC1C(=O)N(Cc2cn(CC3CCCCC3)nn2)CCS(=O)(=O)N1Cc1ccc(-c2ccc(Cl)cc2)cc1 (configuration not stated)	?
COc1ccc(NC(=O)CN(C)C(=O)CCSc2ccc(F)cc2)cc1	15.8%
Cc1ccc2c(CC(=O)Nc3nnc(C(C)C)s3)coc2c1C	-8.4%
COc1ccc(S(=O)(=O)N2CCOC2CNC(=O)C(=O)NCCCN2CCCC2=O)cc1OC (configuration not stated)	-4.7%
CCOC(=O)Cn1c(CN2CCc3ccccc3C2)nc2c1c(=O)n(C)c(=O)n2C	-2.9%
COc1ccc(CN2CCN(C(=O)Cn3ncn4cccc4c3=O)CC2)c(OC)c1OC	-11.1%
CCOc1ccc(CCNC(=O)COC(=O)c2cccnc2Cl)cc1OCC	5.6%
CCCNC(=O)N(C)C[C@H]1Oc2ncc(Br)cc2C(=O)N([C@H](C)CO)C[C@H]1C	7.8%
CN(C(=O)Nc1ccc(Cl)cc1)n1cnc2ccccc2c1=O	8.2%
COc1ccc(C2c3[nH]c4ccc(OC)cc4c3CCN2C(=O)Nc2ccccc2)cc1 (configuration not stated)	?
CC1CCN(C(=O)C2CCN(S(=O)(=O)c3ccc(-n4cnnn4)cc3)CC2)CC1	8.7%
Nc1ccc2nc(-c3cccnc3)[nH]c2c1	-8.7%
CCn1c(C)nc([N+](=O)[O-])c1C(=O)O	1.2%
Cc1ccc(Cl)c(OCC(=O)NCC(c2cccs2)N2CCOCC2)c1 (configuration not stated)	-40.2%[inhibitor]
CC(=O)N1CCc2cc(S(=O)(=O)N3CCN(c4ccc(C)cc4)C(C)C3)ccc21 (configuration not stated)	5.1%
CCc1ccc(S(=O)(=O)c2nnn3c2nc(NCc2cccc(OC)c2)c2cc(Cl)ccc23)cc1	2.2%
CCCCNc1ccc(-c2nc(-c3ccccn3)no2)cc1[N+](=O)[O-]	3.1%
COc1ccc(CCNc2oc(/C=C/c3cc(OC)c(OC)c(OC)c3)nc2C#N)cc1OC	-0.3%
Cc1ccc(S(=O)(=O)N(C)c2ccc(OCC(=O)Nc3cccc(-n4cnnn4)c3C)cc2)cc1	-1.0%
Cc1ccc(Cc2nc3ccccc3nc2SCC(=O)NCCC(C)C)cc1	-1.2%
S=c1[nH]nc(-c2ccccc2Cl)n1/N=C/C=C/c1ccco1	-3.5%
CCn1c(C(=O)N2CCC(C(=O)NCCCOC)CC2)cc2sccc21	-9.7%
C/C(=N\NC(=O)c1ccccc1OCCOc1ccccc1)c1ccccc1F	?
CC1CN(C(=O)CCC(=O)NC(C)c2ccccc2)c2cc(Cl)ccc2O1 (configuration not stated)	2.0%
CC1(C)CC2CC(C)(CN2S(=O)(=O)c2cccc(C(=O)OCC(=O)NC(N)=O)c2)C1 (configuration not stated)	6.1%
COc1ccc(OC)c(NC(=O)C2=C(C)C(=O)OC23CCCCCC3)c1	-10.6%
COc1ccc(C(C)(C)C)cc1NC(=O)COC(=O)CSCc1c(C)noc1C	4.3%
O=C(N/N=C/c1ccc(Cl)c([N+](=O)[O-])c1)c1cc(-c2ccc3c4c(cccc24)CC3)n[nH]1	-3.4%
Cc1nnc(N2CCC(C(=O)N3CCCCC3)CC2)c2nn(-c3ccccc3)c(C)c12	-11.3%
CN(c1ccccc1)S(=O)(=O)c1cccc(NC(=O)Nc2ccc(Cl)cc2C#N)c1	-6.1%
CCOC(=O)C1=C(COC(=O)c2cc(Br)c(Br)s2)NC(=O)NC1C (configuration not stated)	-5.1%
CCC(=O)N1CCc2cc(Br)cc(S(=O)(=O)N3CCCC(C(=O)NCc4cccc(OC)c4)C3)c21 (configuration not stated)	-11.3%
CCCCC(=O)Nc1ccc(C(=O)OCc2cc(=O)n3ccsc3n2)cc1	4.7%
Nc1ccc(S(=O)(=O)Nc2nccc(/C=C/c3cccc([N+](=O)[O-])c3)n2)cc1	-4.1%
CSc1ccc(S(=O)(=O)NCC(=O)OCC(=O)N2CCCCC2C)cc1[N+](=O)[O-] (configuration not stated)	7.2%
Cc1cc(NC(=O)CSc2nc3[nH]c(=O)cc(O)c3s2)ccc1Br	-7.8%
O=[N+]([O-])c1cccc(/C=N/N2CCN(Cc3ccc(Cl)cc3)CC2)c1	8.0%
Cc1ccc2c(c1)c1c(n2CC(O)CN2CCCCCC2)CCCC1 (configuration not stated)	-6.5%
Cc1ccc(-c2nc3nc(C)cc(N4CCN(c5cccc(C)c5C)CC4)n3n2)cc1	0.4%
COCCn1c(SCC(=O)N2CCCC(C)C2)nnc1-c1ccco1 (configuration not stated)	5.3%
CC(C)c1ccc(OCC(=O)NCc2n[nH]c(=O)c3ccccc23)cc1	5.0%
COc1ccc(S(=O)(=O)N2CCN(C(=O)CNC(=O)c3ccc4c(c3)OCO4)CC2)cc1	-6.1%
COc1cc(NC(=O)NCCn2nnc3cc(S(=O)(=O)N(C)C)ccc32)cc(OC)c1	-2.3%
O=C(CCn1c(=O)c2cccn2c2cccnc21)N1CCN(c2ccccc2)CC1	8.8%
CCOc1cccc(C(=O)Nc2c(C(=O)c3ccc(OC)cc3)oc3ccccc23)c1	4.7%
CC(C)CN(C(=O)Cn1nnc(-c2ccc(F)cc2)n1)C1CCS(=O)(=O)C1 (configuration not stated)	-8.3%
Cc1ccc(C(=O)c2cn(Cc3ccc(F)cc3)c3nc(C)ccc3c2=O)cc1	-1.3%
Cc1ccc(NC(=O)Nc2sc3nc4n(c(=O)c3c2C)CCC(C)CC4)c(Cl)c1 (configuration not stated)	-1.0%
Cc1ccc(-c2nc(CCNC(=O)C(=O)Nc3ccc(C)cc3C)cs2)cc1	4.6%
COc1cccc(C2c3c(oc4ccccc4c3=O)C(=O)N2c2ccccn2)c1 (configuration not stated)	-1.3%
COC(=O)C1=C(c2ccccc2)c2ccccc2S(=O)(=O)N1CC(=O)Nc1ccccc1Cl	4.4%
COCCCNC(=O)c1oc2c(c1C)-c1nn(Cc3ccc(Cl)cc3)cc1CC2	0.0%
COc1ccccc1CNC(=O)CCCn1c(=O)c2cccn2c2ccccc21	18.3%
COc1ccc(NC(=O)c2cccc(OC(=S)N3CCOCC3)c2)cc1	5.8%
CC(=O)N1CCc2cc(S(=O)(=O)CCC(=O)Nc3ccc(C)cc3Br)ccc21	2.5%

Additional results
SMILES	aSyn tox rescue
CCOC(=O)CSc1nc(C)c(Oc2ccc(Cl)cc2Cl)c(=O)[nH]1	-10.1%
COc1ccc(CCn2c(C)cc(C(=O)COC(=O)c3ccc(O)cc3O)c2C)cc1	6.7%
COc1ccc(CCNC(=O)c2ccc3c(c2)nc2n3CCCCC2)cc1OC	-4.9%
Cc1sc(NC(=O)CN2C(=O)NC3(CCCC3)C2=O)nc1-c1ccc(F)cc1	14.1%
Cc1c(CNC2CCC(C)CC2)c(C(=O)O)c(C)n1Cc1ccc(Cl)cc1 (configuration not stated)	7.5%
COC(=O)C(Cc1ccccc1)NC(=O)c1cc(=O)[nH]c2ccccc12 (configuration not stated)	5.7%
CCCc1cnc2c(c1SCc1ccc(C(F)(F)F)cc1)c(=O)n(C)c(=O)n2C	-2.2%
N#Cc1ccc(COc2cccc3cccnc23)cc1	2.7%
Cc1nc(Cl)c(C(=O)NCc2ccccc2)c(C)c1[N+](=O)[O-]	-0.2%
CCCCNC(=O)C(Cc1ccccc1)NS(=O)(=O)c1ccc2c(c1)c(=O)n(C)c(=O)n2C (configuration not stated)	-6.6%
COc1ccc(OC(=O)Nc2ccc([N+](=O)[O-])cc2OC)cc1	1.2%
CCOC(=O)CSc1nc2c(c(=O)n(C)c(=O)n2C)n1Cc1ccccc1F	7.1%
CCOC(=O)C1CCCN(C(=O)c2cc3ccccc3cc2OC)C1 (configuration not stated)	13.1%
COCCNc1nc2c(S(=O)(=O)c3ccccc3)nnn2c2ccc(Cl)cc12	-0.3%
CCCCn1cc2c(c1-c1ccc(Cl)cc1)c(=O)n(C)c(=O)n2C	-7.5%
CCOc1cc(C#N)c(NC(=O)c2ccc(OC)c(S(=O)(=O)N3CCN(c4ccccc4)CC3)c2)cc1OCC	-8.2%
C[C@@H](CO)NC(=O)c1[nH]cnc1C(=O)Nc1ccc(CNC(=O)OC(C)(C)C)cc1	-9.9%
Cc1ccc(N2CCN(C(=O)CCc3nc4ccccc4[nH]3)CC2)c(C)c1	3.0%
COc1ccc(CNC(=O)c2cc(-c3ccc(OC)c(OC)c3)nc3n[nH]c(-c4ccc(C)cc4)c23)cc1	0.4%
Cc1cccnc1NC(=O)c1cccc(S(=O)(=O)NCc2ccccc2)c1	4.9%
CC(C)(C)OC(=O)n1cc(C(=O)c2ccccc2O)cn1	9.9%
CCCCN(CCCC)CCNC(=O)c1cn(CC)c2ccc(S(=O)(=O)N3CCc4ccccc4C3)cc2c1=O	-6.0%
CCc1ccccc1NC(=O)[C@@H]1CCC(=O)N1C1OC(=O)c2c1ccc(OC)c2OC (some centres not stated)	-5.2%
COc1ccc(NC(=O)C[C@H]2C(=O)N(c3ccc(Br)cc3)C[C@@H]2c2ccc(OC)cc2)cc1	-15.9%
COC(=O)COc1ccc(-c2ccc(F)cc2)cc1C=O	-19.6%
CCOc1ccccc1NC(=O)Cc1csc(COc2cccc(C)c2)n1	-5.2%
CC(C)(C)NC(=O)C(c1ccc(Cl)cc1)N(Cc1ccco1)C(=O)CCl (configuration not stated)	2.6%
OCCN1CCN(c2nc3ccccc3nc2-c2ccccc2)CC1	-4.7%
CC1C(=O)Nc2ccc(S(=O)(=O)N3CCN(c4ccccc4F)CC3)cc2NC1=O (configuration not stated)	11.6%
Cn1cc(-c2ccccc2C(N)=O)c(=O)c2ccccc21	-0.1%
COc1ccc(OCC(=O)Nc2cccc(-c3nc4ccccc4s3)c2C)cc1	-4.4%
CC(=O)Nc1nc2c(C)cc(NC(=O)C3CCCCC3)cc2s1	-1.3%
CCCCN1C(=O)C(CC(=O)NC2CC2)CC(C(=O)N2CCOCC2)=C1C (configuration not stated)	13.3%
COc1ccc(CCNS(=O)(=O)c2ccc3c(c2)oc(=O)n3C)cc1OC	-8.7%
CC1C(=O)N2CCCc3cc(NS(=O)(=O)c4ccc(F)cc4)cc1c32 (configuration not stated)	4.0%
COc1ccc2nc(-c3ccccc3)cc(OC)c2c1	1.4%
NC(=O)c1ccc(NC(=O)COC(=O)CCC2CCCC2)cc1	7.0%
COc1ccc([N+](=O)[O-])cc1NCc1c(F)cccc1F	-0.2%
CCCOC(=O)c1c(NC(=O)C2c3ccccc3Oc3ccccc32)sc2c1CCC(C)C2 (configuration not stated)	-4.8%
CC(C)C(=O)Nc1oc(-c2ccccc2)cc1C#N	-3.4%

Sorted by heavy-atom count (rising): some entries from above
SMILES	aSyn tox rescue
CC(C)C(=O)Nc1oc(-c2ccccc2)cc1C#N	-3.4%
OCCN1CCN(c2nc3ccccc3nc2-c2ccccc2)CC1	-4.7%
CC(C)(C)NC(=O)C(c1ccc(Cl)cc1)N(Cc1ccco1)C(=O)CCl (configuration not stated)	2.6%
COc1ccc(OCC(=O)Nc2cccc(-c3nc4ccccc4s3)c2C)cc1	-4.4%
CCCOC(=O)c1c(NC(=O)C2c3ccccc3Oc3ccccc32)sc2c1CCC(C)C2 (configuration not stated)	-4.8%
CCCCN(CCCC)CCNC(=O)c1cn(CC)c2ccc(S(=O)(=O)N3CCc4ccccc4C3)cc2c1=O	-6.0%

The results go on.
SMILES	aSyn tox rescue
CCOC(=O)C1CCN(C(=O)c2ccc3c(c2)S(=O)(=O)c2ccccc2C3=O)CC1	5.1%
CN(C)CCNC(=S)Nc1ccc(Br)cc1	-3.5%
CCOc1ccc(CCNC(=O)CSCC(=O)Nc2cccc(C)c2)cc1OCC	-4.8%
CCN1CCN(C(=O)Cn2c(-c3cccs3)cc3ccccc32)CC1	7.1%
COc1ccc(OC)c(-c2csc(N(C)C(=O)Cc3ccccc3)n2)c1	4.1%
CC(Sc1nc2cc(Cl)ccc2s1)C(=O)Nc1cccc(S(=O)(=O)N2CCOCC2)c1 (configuration not stated)	-3.5%
Cc1ccc(Cl)cc1NC(=O)Cn1c(=O)oc2cc(S(=O)(=O)N3CCCC3)ccc21	-9.0%
COc1ccc(N2CCN(C(=O)Cn3cnc4sc(C)c(S(=O)(=O)N5CCCCC5)c4c3=O)CC2)cc1	6.3%
CC(=O)c1ccc(S(=O)(=O)N2CCn3cccc3C2c2ccc(F)c(F)c2)cc1 (configuration not stated)	7.6%
O=C(NCCCN1CCN(c2ccccc2)CC1)c1ccc2nc(CCc3ccccc3)oc2c1	6.3%
COc1ccccc1N1CCN(C(=O)Cn2ncc3c(=O)oc4ccc(C)cc4c32)CC1	2.8%
O=C(/C=C/c1ccc(Cl)cc1)NC1CC2CCC1C2 (configuration not stated)	-6.9%
CCNC(=O)CN(c1ccc(F)cc1)S(=O)(=O)c1ccc2c(c1)OCCO2	-2.5%
FC(F)(F)c1ccccc1-n1c(CN2CCCCC2)n[nH]c1=S	-6.2%

Looked up by compound from above:
SMILES	aSyn tox rescue
COc1ccc(N2CCN(C(=O)Cn3cnc4sc(C)c(S(=O)(=O)N5CCCCC5)c4c3=O)CC2)cc1	6.3%
Cc1ccc(Cl)cc1NC(=O)Cn1c(=O)oc2cc(S(=O)(=O)N3CCCC3)ccc21	-9.0%
CN(C)CCNC(=S)Nc1ccc(Br)cc1	-3.5%
O=C(/C=C/c1ccc(Cl)cc1)NC1CC2CCC1C2 (configuration not stated)	-6.9%
CCN1CCN(C(=O)Cn2c(-c3cccs3)cc3ccccc32)CC1	7.1%
CC(Sc1nc2cc(Cl)ccc2s1)C(=O)Nc1cccc(S(=O)(=O)N2CCOCC2)c1 (configuration not stated)	-3.5%
